PfHsp90 yeast 2 – inhibits growth of yeast expressing Plasmodium falciparum Hsp90; S. cerevisiae expressing PfHsp90, BacTiter-Glo ATP, 48 h; yeast lacking PDR1 and PDR3 efflux regulators; 310,000 compounds, 0.32% hits; inhibition, % at 9.4 µM;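 active means every replicate shows inhibition above about 80%, whatever the replicate mean, limit read from the data; inconclusive means mean inhibition reaches the set limit but some replicate falls short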;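 further: 0% = DMSO neutral controls and 100% = 20 µM radicicol positive controls; yeast relying on Plasmodium falciparum Hsp90 in place of its own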
AddAB inh – less growth of phage-infected E. coli with AddAB | inhibition, % at 11.9 µM | AID 435030 | E. coli expressing H. pylori AddAB, absorbance growth | 330,000 compounds, 0.29% hits; in the data active means inhibition above about 12%;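 further: 0% = vehicle wells of infected cells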
phage Ecoli inh – E. coli growth loss with phage present | growth absorbance | inhibition, % at 11.9 µM | 360,000 compounds, 0.26% hits | AID 651602; in the data active means inhibition above about 11%
CAL PDZ inh – blocks peptide binding to human CAL PDZ domain; Q9HD26; purified CAL PDZ, TMR-peptide fluorescence polarization, 1 h; inhibition, % at 20 µM; 330,000 compounds, 0.02% hits;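 active means highest replicate inhibition of at least 40%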;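 further: plate controls were DMSO neutral control wells for no effect and unlabeled competitor peptide control wells for full effect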
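System: tagged CAL PDZ domain. Schedule: 1 h room-temperature incubation prior to read. Signal: fluorescence polarization (mP). Measure: percent inhibition from loss of millipolarization.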
Rtt109 HAT inh – C. albicans Rtt109 histone acetyltransferase inhibition; purified Rtt109/Vps75, ThioGlo CoA-SH fluorescence, 4 h; inhibition, % at 34.9 µM; 330,000 compounds, 0.16% hits;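 active means inhibition of at least 50% in every replicate; inconclusive means best replicate reaches 50% inhibition but some replicates fall short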
Target sequence (Q5AAJ8 whole entry, looked up): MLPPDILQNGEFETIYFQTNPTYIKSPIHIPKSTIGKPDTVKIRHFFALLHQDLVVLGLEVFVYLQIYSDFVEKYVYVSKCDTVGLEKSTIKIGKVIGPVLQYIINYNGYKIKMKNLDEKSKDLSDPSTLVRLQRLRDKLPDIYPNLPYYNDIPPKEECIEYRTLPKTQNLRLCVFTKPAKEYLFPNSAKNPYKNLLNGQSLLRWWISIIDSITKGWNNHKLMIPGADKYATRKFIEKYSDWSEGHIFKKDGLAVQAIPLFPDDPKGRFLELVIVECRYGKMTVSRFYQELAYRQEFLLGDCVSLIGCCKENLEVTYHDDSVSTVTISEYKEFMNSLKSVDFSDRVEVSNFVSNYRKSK
Tat transport – E. coli Tat transport inhibition. inhibition, % at 10 µM. AID 488895. E. coli MC4100 TorA-mCherry Tat export, fluorescence. 340,000 compounds, 0.036% hits;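 active means mean replicate inhibition at least 50% and at least half of replicates individually reaching 50%; inconclusive means only one of the two criteria met; inactive means neither criterion met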;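 further: exported cargo escapes ClpAP degradation while cytoplasmic cargo is degraded and loses fluorescence; 0% = median of neutral control wells and 100% = median of NaSCN control wells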
DAGLB inh – blocks human DAGLB lipase activity. 340,000 compounds, 0.059% hits. AID 504411. inhibition, % at 5.17 µM. Q8NCG7. HEK293T DAGLB membrane lysate, EnzChek fluorogenic substrate; in the data active means inhibition above about 34%;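 further: 0% = enzyme with vehicle and 100% = wells lacking enzyme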
Target sequence (Q8NCG7 whole entry, looked up): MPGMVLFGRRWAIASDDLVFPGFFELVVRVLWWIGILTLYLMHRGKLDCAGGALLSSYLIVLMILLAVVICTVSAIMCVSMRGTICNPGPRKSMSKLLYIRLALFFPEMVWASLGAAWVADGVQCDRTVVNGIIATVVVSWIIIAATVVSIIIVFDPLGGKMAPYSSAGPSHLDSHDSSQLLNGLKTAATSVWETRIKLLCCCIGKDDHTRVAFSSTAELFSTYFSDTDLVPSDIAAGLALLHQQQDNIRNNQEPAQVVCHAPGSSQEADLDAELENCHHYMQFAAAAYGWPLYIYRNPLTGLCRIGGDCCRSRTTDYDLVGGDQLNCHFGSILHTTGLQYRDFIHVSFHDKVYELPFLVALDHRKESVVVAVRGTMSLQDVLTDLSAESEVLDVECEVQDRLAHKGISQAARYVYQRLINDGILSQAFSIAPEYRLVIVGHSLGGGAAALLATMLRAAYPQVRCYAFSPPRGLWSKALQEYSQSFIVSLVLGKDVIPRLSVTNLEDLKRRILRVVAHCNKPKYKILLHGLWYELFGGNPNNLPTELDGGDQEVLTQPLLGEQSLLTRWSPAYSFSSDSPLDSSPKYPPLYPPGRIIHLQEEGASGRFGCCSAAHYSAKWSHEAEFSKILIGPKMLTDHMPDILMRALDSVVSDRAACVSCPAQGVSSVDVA
PvdQ inh – blocks Pseudomonas aeruginosa PvdQ acylase activity. purified PvdQ acylase, fluorescence plate reader. inhibition, % at 10 µM. 340,000 compounds, 0.063% hits. AID 488965; in the data active means inhibition above about 30%, passing the limit was not always enough; inconclusive means no clear call, values can overlap the other calls;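 further: 0% = vehicle neutral wells and 100% = reference inhibitor wells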
Wnt act – Wnt/beta-catenin pathway activation | Wnt/beta-catenin reporter cell assay, activator, plate reader | activation, % at 9.35 µM | 300,000 compounds, 1.2% hits | AID 743398; in the data active means activation above about 30%, passing the limit was not always enough; inconclusive means no clear call, values can overlap the other calls;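 further: 0% = neutral control wells and 100% = positive control wells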
E coli growth – counter-screen for AddAB inhibitors: E. coli growth inhibition | inhibition, % at 11.9 µM | AID 449728 | 330,000 compounds, 0.27% hits | E. coli V3065 growth, OD600 absorbance, 18 h;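 active means inhibition above the campaign's mean inhibition across all tested compounds plus 3 SD, cut at about 9.9% in these data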;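 further: uninfected addAB+ strain grown without phage in ampicillin broth; 0% = DMSO wells and 100% = ciprofloxacin 0.95 µg/ml wells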
Active calls of the source: *; ? = inconclusive; · = not tested or not shown. The order is random. Share with any hit: about 1.9%.

Each structure is followed by: PfHsp90 yeast 2	AddAB inh	phage Ecoli inh	CAL PDZ inh	Rtt109 HAT inh	Tat transport	DAGLB inh	PvdQ inh	Wnt act	E coli growth
[1] CC1Cc2ccccc2N1C(=O)Cn1cnc2c1c(=O)n(C)c(=O)n2C (stereo not given)
 : 25	0.6	2.4	-2.3	-6	15	1	-14	0	-0.2
[2] CC1CCCN(CC(O)COCc2ccc3c(c2)OCO3)C1 (stereo not given)
 : -63	2.4	3.6	1.0	18	8	2	10	-1	1.8
[3] COc1cc(N2CCCC2)c(OC)cc1/C=C(/C#N)c1cccc(F)c1
 : 2	2.8	·	-1.6	-2	0	-7	11	·	0.2
[4] CCOc1cccc(-c2nnc3sc(COc4ccc(Cl)cc4)nn23)c1
 : -36	2.7	-0.2	0.1	4	2	-4	-4	·	0.9
[5] C/C(CC(=O)NCCCN1CCOCC1)=N\NC(=O)COc1cccc2ccccc12
 : -1	0.2	3.4	-1.8	-8	-1	-1	-19	-1	0.0
[6] CCCCn1c(N)c(N(CC)C(=O)c2cc(Br)ccc2Cl)c(=O)[nH]c1=O
 : 10	6.0	-0.8	-2.4	0	16	2	5	1	3.0
[7] Cc1cc2nc(-c3ccc(SCc4ccccn4)nc3)[nH]c2cc1C
 : 25	1.4	0.3	-0.4	-12	11	0	-17	?	1.6
[8] COc1ccccc1CNC(=O)CCNS(=O)(=O)c1ccc2[nH]c(=O)oc2c1
 : -2	-0.6	-0.6	-0.8	-2	5	5	-6	-1	-0.8
[9] CO/N=C/NC(=O)C1=NOC(CNc2ncc(C(F)(F)F)cc2Cl)C1 (stereo not given)
 : 12	3.2	4.6	-1.3	0	-3	-5	-10	·	1.5
[10] Cc1c(-c2cccc(Cl)c2)nc2ccccc2c1C(=O)OC/C(O)=C(\C#N)c1nc2ccccc2[nH]1
 : -2	2.7	-0.3	0.9	-4	-4	4	-8	-2	-1.5
[11] CC1=CC(c2ccccc2)n2nc(N3C(=O)c4ccccc4C3=O)nc2N1 (stereo not given)
 : -187	-0.3	2.3	-1.0	-8	-1	2	-11	-4	-0.2
[12] O=C(CN1C(=O)NC(Cc2ccccc2)C1=O)Nc1ccccc1OC(F)F (stereo not given)
 : -3	0.7	2.4	-1.9	2	0	1	-1	-1	1.5
[13] O=C(c1ccc2c(c1)OCO2)C1CCCN(Cc2ccc3nsnc3c2)C1 (stereo not given)
 : -2	-0.2	0.3	-0.7	1	1	-4	-14	0	0.1
[14] COc1cc(C(=O)NNC2=CC(=O)CC(C)(C)C2)cc(OC)c1OC
 : -15	-0.4	3.2	-1.7	-6	1	-1	3	·	-0.4
[15] O=C(NCCc1ccccn1)c1c(-c2ccccc2)sc2ccccc12
 : 8	1.7	2.4	1.1	-2	5	0	3	1	1.6
[16] COc1ccc(CCNS(=O)(=O)c2ccc([N+](=O)[O-])cc2)cc1OC
 : 11	2.9	2.5	0.1	8	4	-2	-1	0	-2.6
[17] Cc1ccc(C(=O)NNC(=O)c2cc(OCC(F)(F)F)ccc2OCC(F)(F)F)cc1
 : ·	0.0	2.1	-0.1	0	10	-1	-17	·	-2.4
[18] CSc1nc2c(cnn2-c2ccc(C)c(C)c2)c(=O)[nH]1
 : 4	0.8	1.8	-2.0	-17	1	-2	-4	0	-1.2
[19] O=C(CCCN1C(=O)c2ccccc2C1=O)N1CCN(c2ccccn2)CC1
 : ·	3.1	-0.8	·	2	-2	1	10	4	-0.2
[20] O=C1NC(=S)SC1=Cc1ccc(Cl)cc1
 : ·	·	2.5	-2.8	3	-15	17	-12	6	·

3 structures already listed, sorted by SMILES length, descending.
Each structure is followed by: PfHsp90 yeast 2	AddAB inh	phage Ecoli inh	CAL PDZ inh	Rtt109 HAT inh	Tat transport	DAGLB inh	PvdQ inh	Wnt act	E coli growth
[1] CC1Cc2ccccc2N1C(=O)Cn1cnc2c1c(=O)n(C)c(=O)n2C (stereo not given)
 : 25	0.6	2.4	-2.3	-6	15	1	-14	0	-0.2
[3] COc1cc(N2CCCC2)c(OC)cc1/C=C(/C#N)c1cccc(F)c1
 : 2	2.8	·	-1.6	-2	0	-7	11	·	0.2
[20] O=C1NC(=S)SC1=Cc1ccc(Cl)cc1
 : ·	·	2.5	-2.8	3	-15	17	-12	6	·

The results go on.
Each structure is followed by: PfHsp90 yeast 2	AddAB inh	phage Ecoli inh	CAL PDZ inh	Rtt109 HAT inh	Tat transport	DAGLB inh	PvdQ inh	Wnt act	E coli growth
[21] Cc1ccc(-c2cc(C(=O)OCC(=O)N(C)C3CCS(=O)(=O)C3)c3ccccc3n2)o1 (stereo not given)
 : 10	0.9	3.6	0.5	-12	0	0	4	3	-0.7
[22] Cc1cccc(N(CC(=O)NCCc2ccccc2)C(=O)c2csnn2)c1
 : -5	2.3	2.2	-1.6	-6	7	0	-13	-1	0.3
[23] O=C(c1cc(COc2ccc(F)cc2Cl)on1)N(CCO)Cc1cccs1
 : -4	0.3	3.4	-0.8	4	4	3	4	1	-0.6
[24] O=C(NCC1CCCCN1)c1cc(OCC(F)(F)F)ccc1OCC(F)(F)F (stereo not given)
 : -9	0.4	4.1	1.1	6	1	2	8	-1	0.0
[25] CC(C)(C)C(=O)Nc1ccccc1C(=O)Nc1ccccn1
 : -6	0.4	1.2	-4.9	-7	3	-1	-9	2	1.7
[26] Cc1ccc(C(=O)Oc2cc(C)n(C)c(=O)c2)cc1
 : 8	4.6	0.2	-1.5	-11	-5	-3	-7	·	1.6
[27] CC(OC(=O)c1cccc(-n2cnnn2)c1)C(=O)NC1(C#N)CCCCC1 (stereo not given)
 : -4	1.6	2.3	-1.0	2	-2	1	-11	2	-0.3
[28] CCOC(=O)C[C@H]1c2ccccc2S(=O)(=O)N1c1ccccc1
 : ·	4.5	3.6	-0.5	3	-4	-2	-11	1	0.8
[29] CC(=O)NN=C1CCC(c2ccccc2)CC1 (stereo not given)
 : -1	4.1	1.6	-0.3	-4	-1	3	-5	-5	0.0
[30] CC1=NN(c2ccccc2)C(=O)/C1=C/c1ccc[nH]1
 : -21	1.5	2.0	-0.5	-1	1	18	-12	·	-1.6

3 of the compounds above, as a markdown table.
| entry | SMILES | PfHsp90 yeast 2 | AddAB inh | phage Ecoli inh | CAL PDZ inh | Rtt109 HAT inh | Tat transport | DAGLB inh | PvdQ inh | Wnt act | E coli growth |
| --- | --- | --- | --- | --- | --- | --- | --- | --- | --- | --- | --- |
| 24 | O=C(NCC1CCCCN1)c1cc(OCC(F)(F)F)ccc1OCC(F)(F)F (stereo not given) | -9 | 0.4 | 4.1 | 1.1 | 6 | 1 | 2 | 8 | -1 | 0.0 |
| 25 | CC(C)(C)C(=O)Nc1ccccc1C(=O)Nc1ccccn1 | -6 | 0.4 | 1.2 | -4.9 | -7 | 3 | -1 | -9 | 2 | 1.7 |
| 26 | Cc1ccc(C(=O)Oc2cc(C)n(C)c(=O)c2)cc1 | 8 | 4.6 | 0.2 | -1.5 | -11 | -5 | -3 | -7 | · | 1.6 |

The results go on:
Each structure is followed by: PfHsp90 yeast 2	AddAB inh	phage Ecoli inh	CAL PDZ inh	Rtt109 HAT inh	Tat transport	DAGLB inh	PvdQ inh	Wnt act	E coli growth
[31] CCSc1ccccc1C(=O)N=C1NC(=O)CC2C(=O)NCCN12 (stereo not given)
 : -12	-1.0	4.4	-1.0	0	1	-2	0	1	-0.3
[32] COC(=O)Nc1ccc(S(=O)(=O)N2CCC(C(=O)N3CCCC(C)C3)CC2)cc1 (stereo not given)
 : 8	0.4	-0.3	-3.0	1	-6	3	-6	-2	0.5
[33] CCC1CN(C(=O)N2CCC(C(=O)NCc3ccco3)CC2)c2ccccc2O1 (stereo not given)
 : 33	2.7	1.3	-0.6	-17	0	0	-16	-1	-2.2
[34] C/C=C\C=C/C(=O)Nc1cccc(C2=NOC3(C2)C[C@H](C(N)=O)N(C(=O)c2ccc(OC)cc2)C3)c1 (stereo not given in full)
 : -5	0.4	-1.6	-0.6	8	2	4	-8	-4	-1.4
[35] CCOC(=O)[C@H]1[C@H]2COc3ccc(C)cc3[C@@H]2N2C(=O)CN(CC3CCCO3)C(=O)[C@@]12C (stereo not given in full)
 : -11	1.5	0.6	-0.2	-11	6	1	-7	-2	-3.4
[36] CCN1CCN(c2nc3c(c(=O)n(C)c(=O)n3C)n2Cc2cccc3ccccc23)CC1
 : 17	2.8	-0.3	-1.7	·	5	2	-7	·	0.7
[37] O=C1c2ccccc2C(=O)N1c1ccc(S(=O)(=O)N2CCN(c3ccccc3)CC2)cc1
 : 18	-2.4	0.9	·	6	5	2	-8	·	1.4
[38] COc1cc(NC(=O)[C@H]2CCCN2S(=O)(=O)c2cccc3cccnc23)cc(OC)c1OC
 : -10	3.9	2.0	-0.9	-3	-2	-3	0	-5	0.1
[39] c1ccc(COc2ccc(-c3csnn3)cc2)cc1
 : 9	0.3	·	-1.9	5	-8	-2	1	·	0.4
[40] COC(=O)c1scc(C)c1NC(=O)CC1NCCNC1=O (stereo not given)
 : ·	1.3	-0.2	·	·	·	·	·	2	-1.0
[41] O=C1CN(C(=O)CSc2ccc(-c3ccc(F)cc3)nn2)c2ccccc2N1
 : 27	2.7	0.4	-4.4	3	-1	-2	-6	-1	1.5
[42] CC1Sc2ccc(C(=O)Nc3ncccc3O)cc2NC1=O (stereo not given)
 : ·	1.6	5.5	-1.4	3	-9	1	-13	-2	2.1
[43] O=C1C=C(c2ccccc2)CCC1
 : 5	4.3	1.1	-0.1	-7	-3	-5	1	-8	1.2
[44] Cc1ccc2cc(CCNC(=O)CC(C)C)c(=O)[nH]c2c1
 : 5	-0.1	1.9	0.6	-3	-1	-2	-19	-2	-0.8
[45] CCC(Oc1ccccc1)C(=O)Nc1ccccc1C(=O)N1CCCCC1 (stereo not given)
 : 19	-1.4	3.7	-2.0	1	6	-4	-10	1	0.0
[46] CCCc1cc(=O)[nH]c(SCc2nc3ccc([N+](=O)[O-])cc3[nH]2)n1
 : -2	1.1	3.6	-1.1	2	-13	2	-8	3	-2.7
[47] Cc1ccsc1/C=N/n1cnnc1
 : -18	1.1	0.9	0.0	1	2	3	-16	-1	1.7
[48] Cc1ccc2[nH]c3c(c2c1)CN(C(=O)CN1CCCc2ccccc21)CC3
 : 11	0.8	3.6	-1.4	3	-1	2	-7	6	-0.3
[49] Cc1cccc(OCc2nnc(-c3ccc(F)cc3)o2)c1
 : 8	1.8	3.1	-0.6	-1	2	-11	-4	20	-2.0
[50] COC(=O)CN(C(=S)Nc1ccccc1)C1CC(=O)N(c2ccc(OC)cc2)C1=O (stereo not given)
 : 2	0.4	·	·	?	4	1	-2	-2	-2.6
[51] Clc1ccc(OCCn2c(-c3ccco3)nc3ccccc32)cc1
 : -4	1.6	3.4	-1.6	10	16	1	-3	-7	0.5

Screening data (PubChem BioAssay)
